Imprint erasure: genomic imprint erasure induction; mouse ES Peg3-LacZ reporter, beta-gal luminescence, 40 h; AID 1948; Potency, µM (doses to about 60.7 µM), inactives show at the highest dose activity change, positive = activation, usual class: activators; actives 0.02% (n = 110,000);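 note: 0% = negative control wells on the plate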
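Each well holds 300 Peg3LacZ-Neo (maternal) female ES cells incubated 40 h at 37C, 5% CO2. LacZ is measured by BetaGlo luminescence, with AC50 and maximum efficacy derived from dose-response curves.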
p53ts 32C tox: kills p53ts cells at the permissive temperature; H1299-p53A138V at 32C, ATP luminescence viability, 24 h; Potency, µM (series often up to 46.1 µM), without a hit: top-dose activity change, negative = cytotoxicity, most hits filed as cytotoxic; actives 0.93% (n = 130,000);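 note: 0% = DMSO and -100% = full killing by reference compound; nearly all actives have a fitted effect of over 55% in size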
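ATP-content luminescence (ATPlite) read-out after 24 h compound exposure at 32C in H1299-p53A138V cells (600/well). Tested up to 46 uM. Normalized to DMSO (0%) and 100 uM tamoxifen (100% killing); Hill-fit AC50.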
p53ts 39C tox: kills p53ts cells at the nonpermissive temperature. H1299-p53A138V viability at 39C, ATP luminescence, 24 h. Potency, µM (highest dose often 46.1 µM), inactives show top-dose activity change, negative = cell killing, actives largely listed as cytotoxic. actives 1.5% (n = 130,000). AID 902; note: nearly all actives have a fitted effect of over 55% in size
IkB sig inh: suppresses IkB signaling in ABC-DLBCL reporter cells; ABC-DLBCL IkBa-CBG/CBR dual luciferase ratio, 4 h; response scale: scaled: untreated 0%, proteasome inhibitor 100%; Potency, µM (top dose mostly 57.1 µM), for inactives: at the top dose IkBa stabilization activation; actives 0.04% (n = 110,000); AID 445; active = well fitted curve in the direction sought with a large enough effect in the signal ratio, not every such curve was filed as active; inconclusive = small, poorly fitted or top-dose-only effect, or a change in a side signal; the % refers to the signal ratio;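 note: the direction sought is a rising ratio; 0% = basal untreated cells and 100% = reference inhibitor full response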
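Luminescence ratio of IκBα-fused green versus native red beetle luciferase in OCI-Ly3 cells, 4 h post-doxycycline with compound; red signal alone, scaled from basal (0%) to zero light (-100%), flagged nonspecific or cytotoxic effects.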
* hit, by the source's call; ? = inconclusive; / = no result given; & = joins results of further samples; [ ] = remark or other dose. Unless noted, calls come from the whole dose curve; as a rule, active = well fitted curve in the direction sought with a large enough effect; inconclusive = small, poorly fitted or top-dose-only effect, or another doubt; inactive = no such curve, though single readings can be large; an effect the other way counts as inactive or inconclusive. Unless noted, % is set by controls: 0 for no effect and ±100 for the full control effect; potency is the fitted concentration of half-maximal effect.

[1] Cc1cccc2c(=O)cc(CSc3ccccc3NC(=O)c3cccc(F)c3)[nH]c12
[2] CC(CNC(=O)c1ccc(Cn2c(=O)c3cccn3c3cccnc32)cc1)c1ccccc1 (stereo not drawn)
[3] COc1cc(C2N(c3ccc(Cl)c(Cl)c3)C(=O)C3CCCN32)cc(OC)c1OC (stereo not drawn)
[4] COc1cc2c(C(=O)N3CCCc4ccccc43)cn(C)c(=O)c2cc1OC
[5] CCOC(=O)c1ccc(NC(=O)COC(=O)c2cn(CC)c3nc(C)ccc3c2=O)cc1
[6] CC(=O)Oc1ccc(NC(=O)C2CCCCC2)c(C(=O)O)c1
[7] COC(=O)C(CCSC)NC(=O)c1c(C)oc2ncn(CC(C)C)c(=O)c12 (stereo not drawn)
[8] CCOC(=O)Cc1nnn(CC(=O)OCC)n1
Screen / compound no.	1	2	3	4	5	6	7	8
IkB sig inh	?	-0.5%	0.5%	1.0%	-3.5%	?	-1.6%	-1.8%
Imprint erasure	14%[10.9 µM]	4%[10.9 µM]	1%	-8%	-7%[10.9 µM]	-71%[inhibitor]	11%[10.9 µM]	-9%
p53ts 32C tox	-4%	1%	2%	?	13%	6%	-4%	-10%
p53ts 39C tox	-7%	-11%	-1%	13%	-22%	2%	-14%	-4%

[9] N#C/C(C(=O)c1ccccc1)=C1/CCCCCN1
[10] CCCCOCCCNC(=O)C1CCCCC1
[11] COc1ccc(OC)c(NC(=O)c2c(NCc3sccc3C)sc3c2CCCCC3)c1
[12] CCOc1ccc(C(CC(=O)O)NC(=O)C23CC4CC(CC(C4)C2)C3)cc1 (stereo not drawn)
[13] COc1ccc(NC(=O)CCc2nnc3n(Cc4ccccc4Cl)c(=O)c4ccccc4n23)cc1
[14] Cc1cc2c(c(=O)n1CC1CCCO1)C(c1ccco1)C(C#N)=C(N)O2 (stereo not drawn)
[15] Cc1ccc(NC(=O)c2ccc(-c3ccccc3)s2)cc1
[16] COc1cccc(C2CC(=O)Nc3c2c(=O)n(C)c2nc4ccccc4n32)c1OC (stereo not drawn)
Screen / compound no.	9	10	11	12	13	14	15	16
IkB sig inh	1.9%	2.8%	3.1%	/	0.7%	-1.3%	0.2%	-1.5%
Imprint erasure	-42%[inhibitor]	-8%	-13%[10.9 µM]	/	-3%[10.9 µM]	-9%	-50%[inhibitor][10.9 µM]	-3%[10.9 µM]
p53ts 32C tox	-25%	4%	10%	-10%	-11%	-2%	-22%	-4%
p53ts 39C tox	-11%	2%	5%	-16%	-21%	1%	1%	3%

[17] CCCN(CCC)C(=O)c1c[nH]c2ccc(S(=O)(=O)Nc3cc(C)cc(C)c3)cc2c1=O
[18] O=C(CN1CC(c2ccccc2)CC1=O)OCc1ccccc1F (stereo not drawn)
[19] Cc1c(N=Cc2cc3c(cc2Cl)OCO3)c(=O)n(-c2ccccc2)n1C
[20] CCN1C(=O)[C@H]2[C@H]3[C@H](O)[C@H](O)C/C(=N/NC(=O)OCc4ccc(OC)cc4)[C@H]3CC[C@@H]2C1=O
[21] CCCOc1ccc(CNC(=O)C2CCN(c3nc4ccccc4nc3C(F)(F)F)CC2)cc1
[22] Cc1cc(C)c2c(=O)n(CC(=O)N3CCC(N4CCCCC4)CC3)sc2n1
[23] CCCCCCCN(C(=O)CCl)c1cccc(C)c1
[24] COc1ccc(NS(=O)(=O)c2ccc3c(c2)C(C(C)C)C(=O)N3)cc1 (stereo not drawn)
Screen / compound no.	17	18	19	20	21	22	23	24
IkB sig inh	?	0.9%	1.0%	/	-2.0%	?	/	?
Imprint erasure	?	11%	2%	/	-10%[10.9 µM]	-81%[inhibitor]	/	26%[10.9 µM]
p53ts 32C tox	3%	-2%	-12%	4%[9.22 µM]	2%	6%	?	5%
p53ts 39C tox	-10%	5%	6%	5%[9.22 µM]	13%	-5%	?	5%

Whole records as entered above. Order of screens: IkB sig inh	Imprint erasure	p53ts 32C tox	p53ts 39C tox
Entry for CCCOc1ccc(CNC(=O)C2CCN(c3nc4ccccc4nc3C(F)(F)F)CC2)cc1 = -2.0%	-10%[10.9 µM]	2%	13%
Entry for CCCCCCCN(C(=O)CCl)c1cccc(C)c1 = /	/	?	?
Entry for CCCN(CCC)C(=O)c1c[nH]c2ccc(S(=O)(=O)Nc3cc(C)cc(C)c3)cc2c1=O = ?	?	3%	-10%
Entry for Cc1cc(C)c2c(=O)n(CC(=O)N3CCC(N4CCCCC4)CC3)sc2n1 = ?	-81%[inhibitor]	6%	-5%
Entry for Cc1c(N=Cc2cc3c(cc2Cl)OCO3)c(=O)n(-c2ccccc2)n1C = 1.0%	2%	-12%	6%

Next results follow.
[25] CCOc1ccc(N=C(NC#N)SCC)cc1
[26] Cc1c(Cl)cccc1NC(=O)C(C)n1nnc2sc3c(c2c1=O)CCCC3 (stereo not drawn)
[27] CC(C)Cc1nc2oc3c(NCC4CCCO4)ncnc3c2c2c1CCC2 (stereo not drawn)
[28] O=C1C(=O)c2ccccc2C(O)=C1C1CCC(c2ccc(Cl)cc2)CC1 (stereo not drawn)
[29] COCCNC(=O)COc1cccc(Oc2ccccc2)c1
[30] CCOC(=O)c1noc2nc(C)n(Cc3cccc([N+](=O)[O-])c3)c(=O)c12
[31] O=C(C1CCCN1C(=O)c1cccs1)N1CCN(Cc2ccc3c(c2)OCO3)CC1 (stereo not drawn)
[32] O=C(COC(=O)c1ccc(Br)o1)NCc1ccco1
Screen / compound no.	25	26	27	28	29	30	31	32
IkB sig inh	/	?	-1.6%	?	-0.3%	0.2%	0.4%	-0.4%
Imprint erasure	/	-4%[10.9 µM]	2%	-9%	-8%	24%[10.9 µM]	8%	-5%
p53ts 32C tox	-5%	7%	6%	39%[activator]	3%	-7%	-1%	1%
p53ts 39C tox	3%	-6%	4%	-5%	-2%	-2%	-3%	-4%

[33] O=C(O)c1ccccc1SC1CC(=O)N(C2CCCCC2)C1=O (stereo not drawn)
[34] O=C(NCC1CCCO1)c1ccccc1-c1nc(-c2ccc(Cl)cc2)no1 (stereo not drawn)
[35] COC(=O)c1ccccc1NC(=O)C12CC3CC(C1)CC(n1cnc(Cl)n1)(C3)C2
[36] Cc1ccccc1N(C(=O)Cn1nnc2ccccc21)C(C(=O)NCc1ccco1)c1ccncc1 (stereo not drawn)
[37] CC(=O)c1cccc(S(=O)(=O)N(CCCO)Cc2cc3ccc(C)cc3[nH]c2=O)c1
[38] COc1cc(C2c3c(-c4c(C)cc(C)cc4O)n[nH]c3C(=O)N2CCCOC(C)C)cc(OC)c1OC (stereo not drawn)
[39] Cc1cc(NC(=O)COC(=O)COc2cccc3c2OC(C)(C)C3)no1
[40] COC(=O)[C@H](CCSC)NC(=O)Nc1ccc(C)c(C)c1
Screen / compound no.	33	34	35	36	37	38	39	40
IkB sig inh	4.6%	-1.3%	/	0.3%	-1.5%	-1.3%	0.4%	-2.3%
Imprint erasure	6%	-10%	/	-4%	-3%	-5%[10.9 µM]	-6%	-5%
p53ts 32C tox	7%	-17%	19%	-2%	0%	12%	-4%	2%
p53ts 39C tox	5%	-15%	18%	1%	7%	-6%	-3%	2%

[41] CC(C)[C@H](NC(=O)[C@@H]1CSCN1C(=O)OC(C)(C)C)C(=O)NCC1CCC(C(=O)O)CC1 (stereo partly drawn)
[42] Nc1cc(N)nc(SCCN2CCCCC2)n1
[43] O=c1c2ccccc2nc(SCc2ccccc2)n1Cc1ccco1
[44] CCOc1cc(C2Sc3ccccc3NC3=C2C(=O)c2ccccc23)ccc1O (stereo not drawn)
[45] Clc1ccc(CNc2nc3ccccc3c3nc(-c4cccnc4)nn23)cc1
[46] Cc1cc(C(=O)NCCc2ccc(Cl)cc2)c2c(C)nn(-c3ccccc3)c2n1
[47] CCOC(=O)C1CCN(C(=O)CC2C(=O)N(Cc3ccccc3)C(C)c3nc4ccccc4n32)CC1 (stereo not drawn)
[48] Oc1ccc(-c2nc(-c3ccc(F)cc3)c(-c3ccncc3)[nH]2)cc1
Screen / compound no.	41	42	43	44	45	46	47	48
IkB sig inh	3.8%	-1.8%	?	?	-1.0%	1.8%	-0.3%	?
Imprint erasure	-11%	9%	-62%[inhibitor]	-6%[10.9 µM]	5%[10.9 µM]	-8%[10.9 µM]	0%	-5%&-9%
p53ts 32C tox	4%	-6%	10%	21%	7%	-4%	-3%	13%
p53ts 39C tox	5%	-2%	-20%	33%[activator]	10%	16%	-2%	-2%

Looked up by structure from above (two):
[41] CC(C)[C@H](NC(=O)[C@@H]1CSCN1C(=O)OC(C)(C)C)C(=O)NCC1CCC(C(=O)O)CC1 (stereo partly drawn)
[45] Clc1ccc(CNc2nc3ccccc3c3nc(-c4cccnc4)nn23)cc1
Screen / compound no.	41	45
IkB sig inh	3.8%	-1.0%
Imprint erasure	-11%	5%[10.9 µM]
p53ts 32C tox	4%	7%
p53ts 39C tox	5%	10%

Following part:
[49] O=C(NCc1ccco1)C(c1ccc(F)cc1)N(CC1CCCO1)C(=O)Cn1nnc2ccccc21 (stereo not drawn)
[50] CCN(CC)CCN(CC)Cc1ccccc1Br
[51] COc1cc(C2c3c(-c4cc(C)ccc4O)n[nH]c3C(=O)N2Cc2ccco2)cc(OC)c1OC (stereo not drawn)
[52] C=CCNC(=O)CCCCC(=O)NCC=C
[53] COc1ccc(NC(=O)CN2CCN(CC(=O)Nc3ccccc3F)CC2)c(OC)c1
[54] CCOc1ccc(Nc2oc(Cc3ccccc3)nc2C#N)cc1
[55] COC(=O)c1ccc(OCC(O)CN(CC(C)C)CC(C)C)cc1 (stereo not drawn)
[56] CCn1nnc(NC(=O)c2cccnc2)n1
Screen / compound no.	49	50	51	52	53	54	55	56
IkB sig inh	-0.8%	1.7%	?	5.1%	3.6%	?	3.6%	3.6%
Imprint erasure	-8%	-14%	-6%[10.9 µM]	2%	4%[10.9 µM]	-19%	-15%	4%
p53ts 32C tox	3%	-5%	6%	8%	7%	-2%	-3%	-13%
p53ts 39C tox	4%	-3%	-6%	18%	-15%	-2%	-3%	7%

[57] O=C(NCCc1ccc(S(=O)(=O)N2CCCC2)cc1)c1cccs1
[58] CCCCC(c1nnnn1C1CCCC1)N1CCN(C2CCCC2)CC1 (stereo not drawn)
[59] Cc1cc(C)c2c(-n3cccc3)c(C(=O)NCCCN3CCCCC3C)sc2n1 (stereo not drawn)
[60] O=C(CSc1ncn(-c2ccccc2)n1)Nc1ccc2c(c1)OCCO2
[61] O=C(NCc1cccs1)C1CCCN(S(=O)(=O)c2ccc(Br)s2)C1 (stereo not drawn)
[62] COc1ccc(Nc2c(-c3cccc(O)c3)nc3cnccn23)cc1
[63] Cc1cc(/C=N/NC(=O)CC2(C)OCCO2)c(C)n1-c1ccc(Cl)c(Cl)c1
[64] N#Cc1cccc(NC(=O)N2CC3(CCN(C(=O)c4ccco4)CC3)C2)c1
Screen / compound no.	57	58	59	60	61	62	63	64
IkB sig inh	0.2%	1.4%	?	1.6%	6.0%	?	/	-4.8%[11.4 µM]
Imprint erasure	-9%	-2%	?	-32%[inhibitor]	-20%	-3%[10.9 µM]	/	/
p53ts 32C tox	-2%	-1%	6%	6%	-10%	15%	-3%	2%
p53ts 39C tox	14%	-5%	-4%	-7%	8%	31%[activator]	11%	-3%

[65] COc1ccc(C)cc1NC(=O)c1oc2ccc(S(=O)(=O)N3CCC4(CC3)OCCO4)cc2c1C
[66] Cc1ccc(NC(=O)C2CCCN(S(=O)(=O)c3cccc4nsnc34)C2)c(C)c1 (stereo not drawn)
[67] CC1=C(C(=O)N2CCOCC2)C(c2cccs2)NC(=O)N1 (stereo not drawn)
[68] Cc1c(-c2nsc(NC(=O)c3ccc(Cl)cc3)n2)nnn1-c1ccc(C(C)C)cc1
[69] Cc1ccccc1NC(=O)c1ccc(NC(=O)c2ccco2)cc1
[70] CCCC(O)c1nc2ccccc2n1Cc1ccccc1OC (stereo not drawn)
[71] Cc1ccccc1CNC(=O)c1cc2cccc3c2n1CC(C)S3 (stereo not drawn)
Screen / compound no.	65	66	67	68	69	70	71
IkB sig inh	?	?	1.1%	-1.3%	4.5%	1.0%	?
Imprint erasure	-12%[10.9 µM]	-4%[10.9 µM]	3%	-3%[10.9 µM]	-20%	-10%[10.9 µM]	7%[10.9 µM]
p53ts 32C tox	1%	2%	4%	-3%	5%	-6%	8%
p53ts 39C tox	-5%	23%	4%	-3%	-8%	24%	10%
